Screens: PubChem, National Center for Advancing Translational Sciences (NCATS)
12-LOX inh: blocks human arachidonate 12S-lipoxygenase | P18054 | purified 12hLO, xylenol orange hydroperoxide absorbance | Potency, µM (top dose mostly 108 µM), inactives show top-dose activity change, negative = inhibition, most hits filed as inhibitors | 1.1% of 580,000 active | AID 1671190; active = well fitted inhibition curve with a large enough effect; inconclusive = small, poorly fitted or top-dose-only effect, or another doubt; inactive = no such curve, though single readings can be large or run the other way; also: potency is read from the fitted curve at half-maximal effect
Target sequence (P18054 whole entry, looked up): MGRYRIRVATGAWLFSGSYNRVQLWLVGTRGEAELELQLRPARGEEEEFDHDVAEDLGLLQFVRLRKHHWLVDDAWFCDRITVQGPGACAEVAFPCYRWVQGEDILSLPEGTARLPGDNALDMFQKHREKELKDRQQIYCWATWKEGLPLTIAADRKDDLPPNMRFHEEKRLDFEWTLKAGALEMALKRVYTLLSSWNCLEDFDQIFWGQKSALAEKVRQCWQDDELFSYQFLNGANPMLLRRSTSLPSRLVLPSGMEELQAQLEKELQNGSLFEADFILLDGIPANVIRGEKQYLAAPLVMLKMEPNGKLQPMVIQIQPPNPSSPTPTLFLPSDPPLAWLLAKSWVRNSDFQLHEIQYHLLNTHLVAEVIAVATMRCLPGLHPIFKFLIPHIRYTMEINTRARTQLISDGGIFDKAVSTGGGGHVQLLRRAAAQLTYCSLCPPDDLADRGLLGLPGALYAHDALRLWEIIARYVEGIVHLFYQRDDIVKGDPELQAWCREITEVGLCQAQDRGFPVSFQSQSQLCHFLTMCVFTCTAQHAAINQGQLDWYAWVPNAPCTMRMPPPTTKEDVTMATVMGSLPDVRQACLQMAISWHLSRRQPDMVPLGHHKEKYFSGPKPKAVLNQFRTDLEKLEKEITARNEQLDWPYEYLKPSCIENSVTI
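Purified human 12hLO (150 nM final) in 25 mM Hepes, 0.01% Triton X-100, pH 7.0 was preincubated 15 min at room temperature with compound. Then 40 uM arachidonic acid was added, 30 min. Hydroperoxide was read by Fe-XO absorbance ratio 573/405 nm.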
LDHA inh: blocks human lactate dehydrogenase A; P00338; purified LDHA, NADH/diaphorase-resazurin fluorescence; stronger effect = lower value; activity change, % (values are at about 110 or 230 µM); 0.15% of 480,000 active; AID 1347041; in the data active = activity change below about -30%; inconclusive = mostly about -25% to -30%;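 also: plate controls were DMSO wells for no effect and wells without enzyme for full effect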
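Human LDH5 (2 nM) was incubated with 0.06 mM NADH and 0.2 mM pyruvate for 5 min at room temperature in Tris pH 7.4. Remaining NADH was coupled through diaphorase/resazurin, and resorufin fluorescence was read at 0 and 20 min.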
* hit, by the source's call; ? = inconclusive; [ ] = remark or other dose. Unless noted, % is scaled to controls: 0 for no effect and ±100 for the full control effect. These rows are one share of the data; the hit share may differ from the screen's.

compound	LDHA inh	12-LOX inh
CSc1ccc(CNC(=O)c2ncoc2-c2cccs2)cc1	3	-13%
CCCNc1nc(-c2ccc(S(=O)(=O)N3CCOCC3)cc2)cs1	-5	?
O=C(CN1C(=O)NC(Cc2c[nH]c3ccccc23)C1=O)Nc1cccc(F)c1 (stereo unspecified)	12	-5%
O=C(CSc1ccc2c(c1)OCCO2)NC1CCCCC1	-11	-4%
CCN(C(=O)C(=O)c1c[nH]c2ccccc12)c1ccc(C)c(C)c1	5	-3%
CC(C)c1ccc(NC(=O)c2cnc(N3CCOCC3)c3ccccc23)cc1	5	-1%
CCCn1nc(C(=O)OCCO)c2ccccc2c1=O	0	?
COCCn1c(C)c(C)c(S(=O)(=O)c2ccccc2)c1NC(=O)c1ccc(OC)cc1	-2	-17%
COc1ccccc1-c1nc(SCC(=O)Nc2ccccc2)n2[nH]c(=O)cc2n1	-1	-4%
COC(=O)[C@@]1(Cc2ccc(F)cc2)[C@H]2c3cc(C(=O)N(C)C)n(C)c3C[C@H]2CN1C(=O)c1ccccc1	3	-3%
Cc1ccc(C)c(C(=O)CC2(O)C(=O)N(CN3CCOCC3)c3ccccc32)c1 (stereo unspecified)	-2	-25%
CCc1cccc(CC)c1NC(=O)C1CCCC1	-15	-7%
CCCCn1nc(C(=O)Nc2cccc(OC)c2)c2ccccc2c1=O	-2	4%
COc1ccc(C2(CNC(=O)c3ccc(Cl)c(Cl)c3)CCOCC2)cc1	-1	-3%
CCCOc1cc(C)ccc1S(=O)(=O)Nc1cccnc1	3	12%

An excerpt from above in order of the LDHA inh value, ascending:
compound	LDHA inh	12-LOX inh
O=C(CSc1ccc2c(c1)OCCO2)NC1CCCCC1	-11	-4%
Cc1ccc(C)c(C(=O)CC2(O)C(=O)N(CN3CCOCC3)c3ccccc32)c1 (stereo unspecified)	-2	-25%
COc1ccccc1-c1nc(SCC(=O)Nc2ccccc2)n2[nH]c(=O)cc2n1	-1	-4%
CCCn1nc(C(=O)OCCO)c2ccccc2c1=O	0	?
COC(=O)[C@@]1(Cc2ccc(F)cc2)[C@H]2c3cc(C(=O)N(C)C)n(C)c3C[C@H]2CN1C(=O)c1ccccc1	3	-3%
CC(C)c1ccc(NC(=O)c2cnc(N3CCOCC3)c3ccccc23)cc1	5	-1%
O=C(CN1C(=O)NC(Cc2c[nH]c3ccccc23)C1=O)Nc1cccc(F)c1 (stereo unspecified)	12	-5%

The main list resumes; the 2 compounds before the break are reprinted first.
compound	LDHA inh	12-LOX inh
COc1ccc(C2(CNC(=O)c3ccc(Cl)c(Cl)c3)CCOCC2)cc1	-1	-3%
CCCOc1cc(C)ccc1S(=O)(=O)Nc1cccnc1	3	12%
COCCCNc1oc(-c2cccc(C)c2)nc1C#N	8	-17%
Cc1ccc(Cc2c(C)nc3nc(CC(=O)Nc4ccc(F)cc4)nn3c2C)cc1	-4	-52%
Cc1nc(Oc2cccc(F)c2)c2c3c(sc2n1)CCC3	-11	23%
O=C(NC1CC1)C(Sc1ccc(Cl)cc1)c1ccccc1 (stereo unspecified)	-3	-7%
Cc1nc(Nc2nc3ccccc3o2)ncc1C(=O)Nc1ccccc1C(F)(F)F	1	51%[activator]
CCN(CC)S(=O)(=O)c1ccc(Cl)c(C(=O)Nc2c(C)cc(C)cc2Cl)c1	-5	?
Nc1nccnc1C(=O)Nc1cccc(OCc2ccccn2)c1	0	3%
CC(Sc1nc(Nc2ccccc2)c2ccccc2n1)C(=O)N1CCCC1 (stereo unspecified)	5	3%
COc1ccc(C(=O)Nc2ccc3oc(-c4ccccc4C)nc3c2)cc1	0	-10%
CC(c1nc2ccccc2[nH]1)n1c(=O)c(-c2cccnc2)nc2ccccc21 (stereo unspecified)	1	0%
COC(=O)c1nc2n(n1)C(c1cccc(Br)c1)C(C(=O)Nc1ccccc1OC)=C(C)N2 (stereo unspecified)	-5	?
CCOc1ccc2oc(C(=O)N3CCN(CC(=O)Nc4ccc(F)cc4)CC3)c(C)c2c1	4	3%
COc1ccc(Oc2c(C)oc3cc(OCC(=O)NC4CC4)ccc3c2=O)cc1	-2	-24%
CCOC(=O)c1sc(NC(=O)N2CCN(CC)CC2)c(C(=O)OCC)c1C	0	-8%
O=C(N/N=C/C1CC=CCC1)c1cccs1 (stereo unspecified)	1	12%

Reprinted at random: 4 compounds from above
compound	LDHA inh	12-LOX inh
CCOc1ccc2oc(C(=O)N3CCN(CC(=O)Nc4ccc(F)cc4)CC3)c(C)c2c1	4	3%
O=C(NC1CC1)C(Sc1ccc(Cl)cc1)c1ccccc1 (stereo unspecified)	-3	-7%
CC(c1nc2ccccc2[nH]1)n1c(=O)c(-c2cccnc2)nc2ccccc21 (stereo unspecified)	1	0%
O=C(N/N=C/C1CC=CCC1)c1cccs1 (stereo unspecified)	1	12%

Profiles as entered above. Values in the order: LDHA inh	12-LOX inh
Shown for `COC(=O)c1nc2n(n1)C(c1cccc(Br)c1)C(C(=O)Nc1ccccc1OC)=C(C)N2` (stereo unspecified) = -5	?
Shown for `CCOC(=O)c1sc(NC(=O)N2CCN(CC)CC2)c(C(=O)OCC)c1C` = 0	-8%

Remaining list, next part:
compound	LDHA inh	12-LOX inh
Cc1cccc(/C=N/Nc2ccc(S(=O)(=O)Nc3cccc(Cl)c3)cc2[N+](=O)[O-])c1	-11	-4%
O=C(NCc1ccncc1)c1cc(-c2cccnc2)nc2ccccc12	5	33%
O=C(CC1C(=O)OCCN1Cc1ccccc1)Nc1ccc(F)c(F)c1 (stereo unspecified)	8	-1%
FC(F)(F)c1ccnc(Sc2ccc(Cl)cc2)n1	16	-3%
COc1cc(C)c(C(C)C)cc1S(=O)(=O)N1CCC(C)CC1	2	31%[activator]
O=C(CCSc1ccc(Cl)cc1)Nc1nc2c(s1)CCC2	13	25%
Cc1c(Cl)cccc1NC(=O)c1n[nH]c(=O)c2ccccc12	-5	?
O=C(O)c1ccc(C2C(c3ccccc3)=C(O)C(=O)N2c2ccc(Cl)cc2)cc1 (stereo unspecified)	6	?
CCCCCCNCCN1CCOCC1	10	34%[activator]
Cc1nc(-c2ccccc2)sc1C(=O)NS(=O)(=O)c1ccc(CN2CCN(c3ccccc3)CC2)cc1	-3	32µM*
N#Cc1ccc(CS(=O)(=O)Cc2cccc(F)c2)cc1	6	-26%
O=C(CSc1nc2ccc(NC(=O)c3ccc(Br)cc3)cc2s1)NC1CCCCC1	-3	6%
COCCNC(=O)COC(=O)CCc1c[nH]c2ccccc12	8	3%
CCCc1cc(=O)oc2c(C)c(OC(C)C(=O)NCc3ccncc3)ccc12 (stereo unspecified)	7	3%
CCCNC(=O)C(C)OC(=O)c1cc2ccc(OC)cc2nc1C (stereo unspecified)	8	10%
CC(=O)c1c(C)[nH]c(C(=O)C(C)Oc2ccc3c(C)cc(=O)oc3c2)c1C (stereo unspecified)	-6	-9%
O=C(/C=C/c1ccccc1Cl)Nc1ccccc1C(F)(F)F	-2	-3%
O=C(NC1CC2CCC1C2)c1ccc(I)cc1 (stereo unspecified)	10	0%
COc1ccc(CCNc2nc(-c3ccc(OC)c(OC)c3)cs2)cc1OC	-1	?
Cc1ccc(-c2c(C(F)(F)F)nn3c(NCc4ccccn4)cc(C)nc23)cc1	4	5%
CCCC(NC(=O)c1nn(C)c(=O)c2ccccc12)c1ccccc1 (stereo unspecified)	0	0%
O=S1(=O)N=CN(Cc2c(F)cccc2Cl)c2cc(C(F)(F)F)ccc21	2	-25%
COc1ccc(C(=O)c2[nH]c(N)c(C(=O)NCCc3c[nH]c4ccccc34)c2-c2ccc(C(F)(F)F)cc2)cc1	0	-10%
CCOC(=O)[C@]12CCC=C1N(Cc1ccc(Cl)cc1Cl)C(=O)[C@H](CC(=O)NCc1ccc(C)o1)C2	-3	?
COc1ccc(-c2nc3cc(NC(=O)c4ccc(OC)c(OC)c4)ccc3o2)cc1	1	-47%
O=C(CSc1nc(=O)[nH]c2c1CCC2)Nc1cccc(C(F)(F)F)c1	7	?
CCc1nnc(NC(=O)c2cc(=O)c3cc(Cl)cc(Cl)c3o2)s1	-3	2%
Cc1ccccc1C(=O)N1CCC[C@@H]1C(=O)N1CCC[C@H]1C(=O)NCc1ccncc1	-1	-22%
CCc1ccc(NC(=O)C(C)Sc2cccc[n+]2[O-])cc1 (stereo unspecified)	4	?
CCOc1ccc(NC(=O)Cn2c(=O)c3cccn3c3ccccc32)cc1	-12	-11%
N#CCCN1CCN(c2cc(C(=O)O)c3cc(NC(=O)c4ccccc4)ccc3n2)CC1	30	6.3µM*
Cc1ccccc1OCC(=O)OCC(=O)c1ccc(Cl)cc1	1	0%
Cc1ccccc1CNC(=O)c1cc(-c2ccncc2)nc2ccccc12	1	-19%
CN(C)c1ncccc1C(=O)Nc1ccccc1F	3	-42%
CC1OC(CCc2cccc(Cl)c2)Cc2[nH]c(=S)[nH]c(=O)c21 (stereo unspecified)	-12	-74%
Cc1ccc(/C=C/C(=O)c2ccccc2)o1	13	14µM*
Cc1cc(C)c(C)c(S(=O)(=O)NCCO)c1C	0	20%
COC(=O)c1cccc(NC(=O)COc2ccc3c(C)cc(=O)oc3c2)c1	0	?
O=C(Nc1cnc2ccccc2c1)c1cccc(S(=O)(=O)N2CCN(c3ccccc3)CC2)c1	5	-21%
COc1ccc(NC(=O)CSc2ncc(-c3ccc(F)cc3)o2)cc1	-12	17%
COC(=O)[C@@]1(Cc2ccc(F)cc2)[C@H]2c3cc(C(=O)N4CCCC4)n(Cc4ccc(OC(F)(F)F)cc4)c3C[C@H]2CN1C(=O)c1ccccc1	-1	-22%
CN1CCOc2ccc(S(=O)(=O)NCc3ccc4c(c3)OCO4)cc21	3	-4%
C#CCOC(=O)CCC(=O)NCCCCCCCCCCCC	0	15%
CCN(CCC(F)(F)F)C(=O)Cc1c[nH]c2ccccc12	1	?
C=C=Cn1c(C2CC(=O)N(c3cccc(C(F)(F)F)c3)C2)nc2ccccc21 (stereo unspecified)	8	-55%
CC(NC(=O)/C=C/c1ccc(Cl)cc1Cl)C1CC2CCC1C2 (stereo unspecified)	18	?
CC(C1CC1)N(C)C(=O)/C=C/c1cccc(C#N)c1 (stereo unspecified)	-2	?
CSc1ccc(NC(=O)c2ccc(F)c(F)c2)cc1	3	?
COC(=O)[C@]12CCCCC=C1N(Cc1ccc3c(c1)OCO3)C(=O)[C@H](CC(=O)NCc1cccc3ccccc13)C2	2	-3%
O=C(OCC(=O)c1c[nH]c2ccccc12)c1ccc(O)cc1	2	43%[activator]
COc1cc2ccccc2cc1C(=O)N1CCN(CC(=O)Nc2ccccc2Cl)CC1	3	17%
O=C(c1cccc(C(F)(F)F)c1)N1CCCC1c1ccco1 (stereo unspecified)	-1	-40%
O=C(Nc1ccccc1Cl)c1c2c(nc3ccccc13)CCCC2	5	3%
CCCn1c(=O)[nH]c(=O)c2c1nc(-c1cccc(OC)c1OC)n2CCN1CCOCC1	1	?
Cc1cccc(/C=C/C(=O)N(Cc2ccco2)C2CC2)c1	-5	?
CC(O)CNc1nc2c(c(=O)n(C)c(=O)n2C)n1Cc1cccc(F)c1 (stereo unspecified)	2	60%[activator]
O=C(c1cc(=O)[nH]c2ccccc12)N1CCC(CCc2ccc(O)cc2)CC1	1	6%
COc1cc(C(=O)Oc2ccccc2C#N)ccc1OCc1ccc(Cl)cc1	6	-68%
CC1CCc2nc(N)c(C#N)c(-c3ccc(F)cc3)c2C1 (stereo unspecified)	0	2%
COc1ccccc1C(=O)/C=C/c1cccc(OC)c1OC(F)F	0	-18%
O=C(NCC(c1ccco1)S(=O)(=O)c1cccs1)c1ccc2c(c1)OCO2 (stereo unspecified)	-1	-1%
Cc1ccccc1NC1(c2nnnn2-c2ccccc2)CCCC1	-5	-26%
